# GRIN3A LBD mod: modulates the human NR3A ligand-binding domain; NR3A LBD differential scanning fluorimetry, Tm shift; 0% = protein alone, 100% = glycine-bound protein; hit rate 2.5% among 340,000; AID 1259313; Tm shift relative to glycine control, % at 25 µM;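 active = melting temperature shift of at least 10% of the positive control shift, at one fixed dose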
# APOBEC3G inh: blocks human APOBEC3G single-stranded DNA deamination | Q9HC16 | recombinant A3G, ssDNA deamination FAM/TAMRA fluorescence | inhibition, % at 20 µM | hit rate 0.28% among 330,000;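 active = inhibition of at least 40% at 20 µM, with no more than 30% in the related APOBEC3A deaminase screen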;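 also: plate controls were DMSO wells with A3G for no effect and wells lacking A3G enzyme for full effect; some compounds called inactive have numbers as strong as hits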
# Target sequence (Q9HC16 whole entry, looked up): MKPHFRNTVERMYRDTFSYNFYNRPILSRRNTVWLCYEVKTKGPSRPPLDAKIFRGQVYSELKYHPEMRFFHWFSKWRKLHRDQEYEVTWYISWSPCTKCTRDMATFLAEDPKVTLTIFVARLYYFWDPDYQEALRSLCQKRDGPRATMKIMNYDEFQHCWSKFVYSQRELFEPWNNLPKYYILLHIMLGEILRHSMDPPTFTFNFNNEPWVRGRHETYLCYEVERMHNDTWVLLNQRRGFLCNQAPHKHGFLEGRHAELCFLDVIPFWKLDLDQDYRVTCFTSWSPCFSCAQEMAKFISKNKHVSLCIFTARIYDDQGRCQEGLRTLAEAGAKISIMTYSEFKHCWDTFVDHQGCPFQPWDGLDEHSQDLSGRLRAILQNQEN
# hIAP block: human IAP inhibition; P09923; purified IAP, CDP-Star luminescence, 30 min; inhibition, % at 10 µM; hit rate 0.12% among 330,000;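 active = inhibition reaching a set limit with compound at 10 µM in the primary screen, cut at about 35% in these data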;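 also: plate controls were DMSO wells with enzyme for no effect and no-enzyme buffer wells for full effect; values of inactives mirror those of a sister screen read the other way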
# hIAP activ: increases human intestinal alkaline phosphatase activity; P09923; activation factor at 10 µM; purified human IAP, CDP-Star luminescence, 30 min; hits give high values; 1 = vehicle-only enzyme, 0 = enzyme-free background; hit rate 0.16% among 330,000;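 active = activation factor of the enzyme at least 2-fold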; also: the source names both 10 and 20 µM as test concentration; values of inactives mirror those of a sister screen read the other way
# mIAP act: mouse IAP activation; muIAP, CDP-Star luminescence, 30 min; hits give high values; 1 = vehicle-only enzyme signal, 0 = enzyme-free wells; activation factor at 10 µM; hit rate 0.24% among 330,000;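 active = activation factor of at least 2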; also: the source names both 10 and 20 µM as test concentration; values of inactives mirror those of a sister screen read the other way
#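 Assay system: mouse IAP enzyme; Reagent: CDP-Star chemiluminescent phosphatase substrate; Compound: DMSO-dissolved test compounds; Incubation: 30 min, room temperature; Technique: luminescence from enzymatic CDP-Star hydrolysis; Controls: DMSO-only wells and no-enzyme negative control.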
# MPTP inh: inhibitors of mitochondrial permeability transition pore; isolated mouse mitochondria, Ca2+ swelling absorbance, 30 min; inhibition, % at 10 µM; hit rate 1.4% among 360,000; AID 602449;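 active = inhibition of 50% or more, scaled per plate between neutral and stimulator controls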;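 also: 0% = DMSO wells given calcium and 100% = 1 mM EGTA wells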
# mIAP block: mouse IAP inhibition | purified mouse IAP, CDP-Star luminescence, 30 min | inhibition, % at 10 µM | hit rate 0.2% among 330,000;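 active = inhibition of at least 40% at 10 µM in the primary screen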;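 also: plate controls were DMSO with enzyme for no effect and no enzyme wells for full effect; values of inactives mirror those of a sister screen read the other way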
# MIN6 prolif: MIN6 beta-cell proliferation induction; MIN6 cells proliferation, ATPlite luminescence, 48 h; cells starved in 0.2% serum; 100% = growth in 10% serum; proliferation, % at 10 µM; hit rate 0.29% among 330,000;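 active = compounds whose signal lies at least 3.5 SD above the mean of all wells on their plate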;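 also: 0% = DMSO-treated cells in low-serum medium and 100% = 10% serum control; some compounds called inactive have numbers as strong as hits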
# APOBEC3A inh: blocks human APOBEC3A ssDNA deamination. P31941. recombinant A3A, FAM/TAMRA ssDNA deamination fluorescence. inhibition, % at 20 µM. hit rate 0.41% among 330,000. AID 493011;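 active = at least 40% inhibition at 20 µM here, with at most 30% in a related deaminase screen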;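 also: plate controls were A3A with DMSO for no effect and wells lacking A3A enzyme for full effect; some results filed as inactive read as strong as hits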
# Target sequence (P31941 whole entry, looked up): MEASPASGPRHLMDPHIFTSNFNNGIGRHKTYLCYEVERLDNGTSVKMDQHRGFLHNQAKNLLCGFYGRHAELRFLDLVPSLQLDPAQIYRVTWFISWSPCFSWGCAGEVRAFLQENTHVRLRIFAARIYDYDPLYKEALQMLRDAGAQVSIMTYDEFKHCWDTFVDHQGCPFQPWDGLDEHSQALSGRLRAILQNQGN
# * hit, by the source's call; . = not tested or not shown. No enrichment for hits (roughly 5% active in at least one column).
cpd	Molecule	APOBEC3A inh	mIAP block	MPTP inh	MIN6 prolif	mIAP act	APOBEC3G inh	hIAP block	GRIN3A LBD mod	hIAP activ
1	Cc1ccc(S(=O)(=O)N2CCN(C(=O)C3CCCO3)CC2)cc1 (stereo not given)	-4	2	-0.7	-3	0.98	-5	-24	-1	1.2
2	S=c1[nH]nc(-c2ccncc2)n1/N=C/c1cccc2ccccc12	-5	7	.	-1	0.93	33	-5	.	1.1
3	COCCC(=O)N1CCC(n2nccc2NC(=O)c2ccccc2C)CC1	-4	-5	-0.4	3	1	-3	-17	-2	1.2
4	Cc1ccc(S(=O)(=O)N2CCC(C(=O)N3CCC(C(=O)NCc4cccnc4)CC3)CC2)cc1	1	-5	-1.3	-1	1.1	-5	-6	1	1.1
5	COc1cc(OC)c(NC(=O)c2ccc3c(SCC(=O)O)c4c(nc3c2)CCCC4)cc1Cl	-3	-9	-0.6	-2	1.1	-6	-2	-2	1
6	CC(C)Cc1ccc(C(C)C(=O)Nc2ccccc2O)cc1 (stereo not given)	3	-2	90*	-6	1	4	-8	-1	1.1
7	Clc1ccc(OCCn2ccnc2)c(Br)c1	-3	-18	-1.1	0	1.2	-6	-20	-1	1.2
8	Oc1cc2c(cc1CN1CCN(c3cccc(C(F)(F)F)c3)CC1)CCC2	-1	-4	0.3	-3	1	-5	-6	2	1.1
9	CC(=O)c1ccc(-c2cccc([C@H]3[C@@H]4C=CC[C@@H](C)[C@@H]4C(=O)N3Cc3ccccc3)c2)cc1	-1	-6	2.8	.	1.1	-1	.	0	.
10	O=C1c2ccccc2C(=O)N1Cc1cc(-c2ccccc2)no1	-4	-9	-0.5	-1	1.1	-5	-18	2	1.2
11	CC(=O)c1ccc(-c2cccc(-c3nc4ccccn4c3NC3CCCCC3)c2)cc1	1	4	0.0	-8	0.96	6	-8	-11	1.1
12	COc1ccc(NC2CCCN(C(=O)c3csc(C(C)C)n3)C2)cc1OC (stereo not given)	-2	3	-0.1	0	0.97	-3	0	0	1
13	OCC1OC(n2cnc3c(NC4CCCC4)ncnc32)C(O)C1O (stereo not given)	0	-1	-4.1	-1	1	-5	6	-1	0.94
14	CCCCn1c(O)c(/C=C2\C=NN=C2c2ccccc2)sc1=S	1	5	13	0	0.95	-3	17	26*	0.83
15	Cc1ccsc1C(=O)Nc1nc2ccccc2[nH]1	-2	12	1.2	-4	0.88	-6	-20	0	1.2
16	CC(=O)N(Cc1ccco1)C1(C(=O)NC2CCCC2)CCCCC1	-5	-15	0.6	-2	1.1	-9	-4	-2	1
17	Oc1ccc(N2CCN(Cc3ccc(OCCCN4CCCCC4)cc3)CC2)cc1	2	14	1.7	-6	0.86	16	11	-1	0.89
18	COc1ccc(C(=O)Nc2sc3c(c2C#N)CCN(C(C)=O)C3)cc1	-4	-9	14	-4	1.1	-7	17	1	0.83
19	CC/C(=N/O)C(=O)c1ccc(Br)cc1	-2	10	3.1	-5	0.9	-1	2	-1	0.98
20	COc1ccc(CCN(Cc2cc3ccc(C)cc3n3nnnc23)C(C)=O)cc1OC	0	-1	0.8	3	1	-1	2	-2	0.98
21	COc1ccc2sc(N3C(=O)CC(Cc4cccc(C)c4)C3=O)nc2c1 (stereo not given)	-2	-3	-0.1	1	1	-2	7	3	0.93
22	Cc1ccc(-c2cc(C(=O)n3cnc4ccccc43)c3ccccc3n2)cc1C	-6	9	2.8	-3	0.91	-1	-15	-1	1.1
23	CCSC1=C(C#N)C(c2ccc(Cl)cc2)C2=C(CCCC2=O)N1 (stereo not given)	-2	22	4.6	1	0.78	-3	12	0	0.88
24	COc1cccc(NC(=S)/C(=C(\[O-])c2ccc([N+](=O)[O-])cc2)[n+]2ccccc2)c1	-5	6	-0.4	-4	0.94	-5	-17	-1	1.2
25	COc1ccc(CN2C=C3C(=O)C(C)(OC(=O)CCc4ccccc4)C(=O)C=C3C=C2c2ccc(C#N)cc2)cc1 (stereo not given)	-2	2	0.6	-5	0.98	-11	-4	-2	1
26	CC(C)(CO)N=Cc1c(O)[nH]c2ccccc12	1	-2	0.0	-2	1	0	3	-3	0.97
27	CCOC(=O)c1[nH]nc(C(=O)c2ccc(Br)cc2)c1O	-4	-1	1.1	0	1	-3	8	3	0.92
28	COc1nc(-c2ccc(C)cc2)ccc1-c1noc(-c2ccco2)n1	-2	10	0.6	-1	0.9	-3	16	-9	0.84
29	O=Nc1c(O)n(Cc2ccccc2)c2ccccc12	-4	-11	1.1	2	1.1	-5	-6	0	1.1
30	CCOc1ccc(NC(=O)C2CC(=O)OC2c2ccccc2)cc1 (stereo not given)	-3	0	0.4	-2	1	-3	7	0	0.93
31	O=C(NCc1cnn(-c2ccc(F)cc2)c1)C1CCC(=O)N(C2CC2)C1 (stereo not given)	-5	8	-1.0	-3	0.93	-5	-10	1	1.1
32	Cc1ccc(NC(=O)CSc2ncccn2)cc1F	-3	-7	-0.8	0	1.1	-7	-14	-1	1.1
33	Cc1ccc(NC(=S)NNC(=O)Cn2nc([N+](=O)[O-])cc2C)cc1	4	1	-0.7	-3	0.99	11	-62	-1	1.6
34	CCOc1cc(/C=C2\COc3ccccc3C2=O)ccc1OCC(=O)N(C)C	-5	-9	0.2	-4	1.1	-2	-7	-1	1.1
35	CC(NC(=O)CN(c1ccc(F)cc1)S(C)(=O)=O)c1ccccc1 (stereo not given)	-6	2	-0.2	1	0.98	-4	-19	-2	1.2
36	O=C(O)c1nn2c(c1Br)NC(c1ccccc1)CC2C(F)(F)F (stereo not given)	-11	2	3.2	1	0.98	-2	4	0	0.96
37	CCN(CC)c1ccc(C(=S)NCc2ccccc2)cc1	-2	16	2.6	0	0.84	13	7	2	0.93
38	Clc1cc(NC2CCCCC2)ncn1	0	-8	0.1	-5	1.1	-5	-2	-2	1
39	CC1(C)CC(=O)c2c(O)c(-c3ccccc3)c(=O)n(-c3ccccc3)c2C1	1	-2	0.2	1	1	1	-17	12*	1.2
40	O=C(COC(=O)C1(c2ccc(Cl)cc2)CCCC1)NC1CCS(=O)(=O)C1 (stereo not given)	2	-1	0.0	-1	1	1	9	1	0.91
41	Cc1nn(C(C)C(=O)NCc2cccs2)c(C)c1[N+](=O)[O-] (stereo not given)	0	2	1.0	-2	0.98	0	1	3	0.99
42	Cc1ccc(S(=O)(=O)Nc2ccccc2F)cc1C(=O)OC(C)C(=O)N1CCOCC1 (stereo not given)	-2	-6	-0.1	-1	1.1	-11	-18	0	1.2
43	CC(C)N1CCN(S(=O)(=O)c2ccccc2)CC1	-7	0	-0.9	-1	1	-10	4	0	0.96
44	O=S(=O)(Nc1ccc(Cl)cc1)c1cccc2nsnc12	1	2	0.3	-6	0.98	0	-7	-4	1.1
45	Cc1ccc(C2C(C(=O)c3sc(C)nc3C)=C(O)C(=O)N2CCN2CCOCC2)o1 (stereo not given)	-4	0	0.9	-1	1	-1	-8	0	1.1
46	COC(=O)CC1(c2ccc(OC)cc2)C(=O)c2ccccc2C1=O	-3	-6	2.0	-2	1.1	-11	-19	0	1.2
47	COCCn1c(=N)c(S(=O)(=O)c2ccc(F)cc2)cc2c(=O)n3cccc(C)c3nc21	-3	7	0.3	8	0.93	-5	-2	2	1
48	COc1ccccc1NC(=O)N1CCCC1C(=O)NCCc1ccccc1 (stereo not given)	-5	4	1.4	0	0.96	3	21	0	0.79
49	Cc1cc(NC(=O)COC(=O)C2CC(=O)N(c3cccc(C)c3C)C2)no1 (stereo not given)	1	3	0.1	-2	0.97	-15	-11	0	1.1
50	Cc1ccnc(NC(=O)C(C)N2C(=O)c3ccccc3C2=O)c1 (stereo not given)	0	-3	2.0	-2	1	-8	0	1	1

# Full records as entered above. Screens in order: APOBEC3A inh | mIAP block | MPTP inh | MIN6 prolif | mIAP act | APOBEC3G inh | hIAP block | GRIN3A LBD mod | hIAP activ
# Entry for `Cc1ccc(S(=O)(=O)Nc2ccccc2F)cc1C(=O)OC(C)C(=O)N1CCOCC1` (stereo not given) = -2 | -6 | -0.1 | -1 | 1.1 | -11 | -18 | 0 | 1.2
# Entry for `Cc1cc(NC(=O)COC(=O)C2CC(=O)N(c3cccc(C)c3C)C2)no1` (stereo not given) = 1 | 3 | 0.1 | -2 | 0.97 | -15 | -11 | 0 | 1.1

# Additional compounds follow.
cpd	Molecule	APOBEC3A inh	mIAP block	MPTP inh	MIN6 prolif	mIAP act	APOBEC3G inh	hIAP block	GRIN3A LBD mod	hIAP activ
51	CCOc1ccc(NC(=O)C(CC(=O)O)Cc2ccc(C)cc2)cc1 (stereo not given)	-7	5	0.6	-2	0.95	-4	-32	1	1.3
52	O=C(NCC1CCCO1)c1ccc(NC(=O)c2cccc([N+](=O)[O-])c2)cc1 (stereo not given)	-5	-6	1.1	-2	1.1	-10	20	-14	0.8
53	CCOc1ccc(-c2nnc(NC3=NCCCCC3)o2)cc1	1	3	0.2	-2	0.97	-5	15	2	0.85
54	CCn1c(=O)c(CCC(=O)NCC2CCCO2)c(C)c2c(C)nn(-c3ccc(C)cc3)c21 (stereo not given)	-1	-13	0.4	0	1.1	13	-17	0	1.2
55	CCN(CC)S(=O)(=O)c1ccc2c(c1)nc(SCC(=O)NC1CC1)n2-c1ccccc1OC	7	8	0.5	-1	0.92	-6	9	-1	0.91
56	Cc1ncc([N+](=O)[O-])n1Cc1ccc(Br)cc1	0	6	-0.4	1	0.94	-1	-19	-2	1.2
57	CCn1c(COc2cccc(OC)c2)nnc1SCC(=O)Nc1cc(OC)ccc1OC	-2	6	4.1	-2	0.94	-5	-2	7	1
58	O=C1C2C(c3ccccc3)C=CC(c3ccccc3)C2C(=O)N1c1cccnc1 (stereo not given)	1	4	0.4	-1	0.96	-4	-11	-1	1.1
59	Cc1cc(NC(=O)CCC(=O)N(CC(=O)NC2CCCC2)c2cccc(F)c2)no1	2	6	-0.4	0	0.94	0	10	-2	0.9
60	COCCN(C(=O)CSCc1ccccc1)c1c(N)n(Cc2ccccc2)c(=O)[nH]c1=O	5	5	-0.3	5	0.95	-5	-36	-1	1.4
61	COc1ccc(-c2nn[nH]n2)cc1OC	-2	-10	1.4	2	1.1	-10	15	-1	0.85

# As entered above:
# `CCN(CC)c1ccc(C(=S)NCc2ccccc2)cc1` in MIN6 prolif reads 0
# `COCCC(=O)N1CCC(n2nccc2NC(=O)c2ccccc2C)CC1` in hIAP block reads -17

# An excerpt from above in order of the GRIN3A LBD mod value, high to low:
entry | compound | GRIN3A LBD mod
47 | COCCn1c(=N)c(S(=O)(=O)c2ccc(F)cc2)cc2c(=O)n3cccc(C)c3nc21 | 2
31 | O=C(NCc1cnn(-c2ccc(F)cc2)c1)C1CCC(=O)N(C2CC2)C1 (stereo not given) | 1
9 | CC(=O)c1ccc(-c2cccc([C@H]3[C@@H]4C=CC[C@@H](C)[C@@H]4C(=O)N3Cc3ccccc3)c2)cc1 | 0
3 | COCCC(=O)N1CCC(n2nccc2NC(=O)c2ccccc2C)CC1 | -2
44 | O=S(=O)(Nc1ccc(Cl)cc1)c1cccc2nsnc12 | -4

# Screening results from PubChem.
